HKDC1 inh – HKDC1 (human) hexokinase inhibition. Q2TB90. recombinant HKDC1, G6PDH/diaphorase resazurin coupled fluorescence. inhibition, % at 20 µM. 340,000 tested, 0.16% active. AID 493160;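 active = inhibition above about 35% when tested at 20 µM, limit read from the data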;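 also: plate controls were DMSO wells with enzyme for no effect and DMSO wells lacking enzyme for full effect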
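System: Recombinant HKDC1 hexokinase | Amount: HKDC1 at 5 µg/mL | Reagent: Glucose with 1 mM ATP | Doses: Single 20 µM dose | Incubation: Reaction time 90 min, room temperature, protected from light | Signal: Coupled resazurin fluorescence, excitation 525 nm, emission 613 nm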
SENP8 inh – blocks the human protease SENP8. Q96LD8. purified SENP8, Z-RLRGG-aminoluciferin cleavage, luminescence. inhibition, % at 10 µM. 330,000 tested, 1.2% active
Target sequence (Q96LD8 whole entry, looked up): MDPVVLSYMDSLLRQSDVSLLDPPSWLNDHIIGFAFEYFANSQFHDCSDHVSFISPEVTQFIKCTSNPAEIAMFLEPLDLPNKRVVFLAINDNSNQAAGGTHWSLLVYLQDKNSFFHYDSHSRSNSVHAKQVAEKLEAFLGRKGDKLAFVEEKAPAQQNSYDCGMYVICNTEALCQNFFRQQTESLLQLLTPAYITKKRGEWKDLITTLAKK
Jurkat NFkB inh – lowers PMA/ionomycin-induced NF-kB signal in Jurkat cells | PMA/ionomycin-induced NF-kB luciferase reporter, luminescence | inhibition, % at 4 µM | 330,000 tested, 0.53% active | AID 435003
697 NFkB inh – inhibitors of the PMA/ionomycin-induced NF-kB reporter in 697 B cells | 697 B-cell NF-kB luciferase reporter, 16 h | inhibition, % at 4 µM | 330,000 tested, 0.33% active | AID 435022; in the data active = inhibition above about 35%
Gli-Sufu block – blocks Gli-Sufu signaling in a luciferase reporter; inhibition, % at 5 µM; 340,000 tested, 0.74% active; Sufu-KO-LIGHT fibroblasts, Gli luciferase reporter luminescence; AID 588413;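 active = inhibition above about 55%, limit read from the data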;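 also: 0% = DMSO-treated cells and 100% = wells with medium but no cells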
Apaf1 inhib – human Apaf-1 inhibition; O14727; reconstituted apoptosome caspase-3 activity, DEVD-Rh110 fluorescence; inhibition, % at 20 µM; 330,000 tested, 0.71% active; AID 489030; active = inhibition of at least 40% at 20 µM;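 also: plate controls were DMSO wells for no effect and DEVD-CHO caspase inhibitor wells for full effect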
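Material: reconstituted apoptosome with Apaf-1, cytochrome c, caspase-9, procaspase-3, dATP; medium: pH 7.5 Hepes buffer with CHAPS, BSA, DTT; also added: cytochrome c and DEVD-Rh110 substrate; timing: 30 min plus 50 min, RT; signal: Rh110 fluorescence intensity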
SENP7 block – blocks the human protease SENP7; 330,000 tested, 1.5% active; recombinant SENP7, Z-RLRGG-aminoluciferin luminescence, 40 min; AID 434973; inhibition, % at 5 µM;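 active = inhibition above about 50% at the single test dose, limit read from the data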;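 also: plate controls were DMSO with enzyme for no effect and no enzyme buffer wells for full effect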
Target sequence (Q9BQF6 706-1050 limits assumed): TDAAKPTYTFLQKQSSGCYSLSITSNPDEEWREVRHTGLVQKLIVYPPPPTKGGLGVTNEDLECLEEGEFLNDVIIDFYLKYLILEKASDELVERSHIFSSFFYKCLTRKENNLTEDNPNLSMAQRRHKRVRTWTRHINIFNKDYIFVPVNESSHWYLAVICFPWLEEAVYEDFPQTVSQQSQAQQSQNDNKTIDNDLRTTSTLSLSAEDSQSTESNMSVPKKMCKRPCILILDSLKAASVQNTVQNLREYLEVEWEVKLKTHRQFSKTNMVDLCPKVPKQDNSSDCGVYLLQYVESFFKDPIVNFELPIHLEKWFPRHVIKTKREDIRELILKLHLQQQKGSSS
UBC13 inh – inhibitors of human UBC13 polyubiquitin chain formation. P61088. 330,000 tested, 0.47% active. AID 485273. TR-FRET. inhibition, % at 20 µM; in the data active = inhibition above about 45%, passing the limit was not always enough
Target sequence (P61088 whole entry, looked up): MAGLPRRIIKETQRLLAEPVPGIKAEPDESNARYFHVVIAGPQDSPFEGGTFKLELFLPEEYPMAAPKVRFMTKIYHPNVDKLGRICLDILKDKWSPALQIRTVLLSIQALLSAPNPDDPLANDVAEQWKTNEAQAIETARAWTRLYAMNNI
The depositor's hits bear a star; nt = not tested or not shown. Rule as the data show it, unless noted: active = inhibition above about 50%; inactive = the rest.

1: CCc1c(C#N)c(SCCC(=O)Nc2ccc(F)cc2)nc2c1C(=O)CC(C)(C)C2
2: Cc1c(C(N)=O)sc2nc(-c3ccccc3)cn12
3: Fc1ccc(C(c2nnnn2Cc2cccs2)N2CCN(C3CCCCC3)CC2)cc1 (configuration not stated)
4: S=C(c1ccccc1)N1CCCC1
5: CCN(CC(=O)Nc1ccc(NC(C)=O)cc1)C(=O)CCCOc1cccc(C)c1
6: CCOC(=O)COc1ccc(S(=O)(=O)NC2CC2)cc1
7: CCOC(=O)c1nnc(-c2cccs2)nc1NC(C)C
8: CCN(CC)C(=O)c1nc[nH]c1C(=O)N1CCc2ccccc2C1
9: CCN(CC)CCOC(=O)c1ccc(N/C=C(/C#N)c2nc(-c3ccc(OC)c(OC)c3)cs2)cc1
10: Cc1occc1C(=O)N/N=C/c1ccccc1[N+](=O)[O-]

compound no.,1,2,3,4,5,6,7,8,9,10
HKDC1 inh,0,-3,-5,-2,-5,-4,-7,2,4,-2
SENP8 inh,-4,-10,-4,-4,-1,-5,0,0,-8,37
Jurkat NFkB inh,0,-30,-7,6,-18,2,-13,-3,-22,-72
697 NFkB inh,-3,-36,16,-2,-3,12,15,13,-14,-75
Gli-Sufu block,-3,-20,12,-6,20,-12,5,10,2,-43
Apaf1 inhib,16,-6,-29,-11,5,0,15,-4,55*,-20
SENP7 block,-2,9,-7,-9,-3,-9,3,0,11,73*
UBC13 inh,4,9,3,0,-6,11,-2,15,117*,-1

Entries of single compounds from above:
Entry for CCN(CC)CCOC(=O)c1ccc(N/C=C(/C#N)c2nc(-c3ccc(OC)c(OC)c3)cs2)cc1 = HKDC1 inh = 4; SENP8 inh = -8; Jurkat NFkB inh = -22; 697 NFkB inh = -14; Gli-Sufu block = 2; Apaf1 inhib = 55*; SENP7 block = 11; UBC13 inh = 117*
Entry for Fc1ccc(C(c2nnnn2Cc2cccs2)N2CCN(C3CCCCC3)CC2)cc1 (configuration not stated) = HKDC1 inh = -5; SENP8 inh = -4; Jurkat NFkB inh = -7; 697 NFkB inh = 16; Gli-Sufu block = 12; Apaf1 inhib = -29; SENP7 block = -7; UBC13 inh = 3
Entry for CCOC(=O)COc1ccc(S(=O)(=O)NC2CC2)cc1 = HKDC1 inh = -4; SENP8 inh = -5; Jurkat NFkB inh = 2; 697 NFkB inh = 12; Gli-Sufu block = -12; Apaf1 inhib = 0; SENP7 block = -9; UBC13 inh = 11

Shown as labelled records: entries from further up
5. CCN(CC(=O)Nc1ccc(NC(C)=O)cc1)C(=O)CCCOc1cccc(C)c1
  HKDC1 inh: -5; SENP8 inh: -1; Jurkat NFkB inh: -18; 697 NFkB inh: -3; Gli-Sufu block: 20; Apaf1 inhib: 5; SENP7 block: -3; UBC13 inh: -6
7. CCOC(=O)c1nnc(-c2cccs2)nc1NC(C)C
  HKDC1 inh: -7; SENP8 inh: 0; Jurkat NFkB inh: -13; 697 NFkB inh: 15; Gli-Sufu block: 5; Apaf1 inhib: 15; SENP7 block: 3; UBC13 inh: -2

Later entries
11: O=C(O)c1cccc(S(=O)(=O)Nc2cc(Cl)ccc2Cl)c1
12: CCOc1ccccc1NC(=O)c1ccc(C(=O)Nc2ccccc2OCC)nc1
13: OCC1CCCN(C(=S)Nc2ccc(OC(F)F)cc2)C1 (configuration not stated)
14: COc1ccc(-c2cc3ccccc3[nH]2)cc1
15: Cc1ccccc1CN1C(=O)c2ccccc2Sc2ccc(C(=O)NCCN3CCOCC3)cc21
16: CCCN(CCC)C(=O)Cn1c(=O)c2sccc2n2c(=S)sc(-c3ccccc3)c12
17: O=C(NCc1ccccn1)c1ccc(CS(=O)(=O)Cc2ccc(Cl)cc2)o1
18: O=C(NC(=S)NCCC1=CCCCC1)c1ccc(Br)o1
19: O=C(Oc1ccc(N(Cc2cccs2)C2=NS(=O)(=O)c3ccccc32)cc1)c1ccco1
20: COc1cccc(-c2cc(C(=O)Nc3ccncc3)c3ccccc3n2)c1

compound no.,11,12,13,14,15,16,17,18,19,20
HKDC1 inh,0,-5,-7,39*,3,-10,-3,-1,-3,-2
SENP8 inh,3,1,5,10,3,-2,3,-11,-2,4
Jurkat NFkB inh,-3,-5,-16,-142,2,-21,6,-8,0,0
697 NFkB inh,21,-7,-16,-148,-24,-4,8,-26,1,-65
Gli-Sufu block,4,4,-21,-3,-5,17,13,-28,-5,1
Apaf1 inhib,2,2,-3,-35,12,2,-4,20,0,17
SENP7 block,-2,18,1,61*,6,5,5,-26,2,-2
UBC13 inh,2,-5,-3,17,4,-29,1,3,1,0

21: CCOC(=O)C1(CCCc2ccccc2)CCN(Cc2cn(CC)nc2C)CC1
22: O=C(OCC1CC(c2ccccn2)=NO1)c1ccc(Br)cc1 (configuration not stated)
23: CC(C)C(=O)Nc1ccc(C(=O)N2CCN(C(=O)c3ccco3)CC2)cc1
24: COc1cc(NC(=O)CSCC(=O)N(C)C2CCCCC2)cc(OC)c1
25: CN(CCCC(=O)N1CCN(c2ncccn2)CC1)S(=O)(=O)c1ccc(F)cc1
26: CC1(C)CC(=O)C=C(NCCN2CCN(C(=O)Nc3ccc(Cl)cc3)CC2)C1
27: O=C1OC(CC(=O)N(Cc2nnc(-c3ccc(Cl)cc3)o2)C2CC2)c2ccccc21 (configuration not stated)
28: CC1CCN(C(=O)c2[nH]cnc2C(=O)NCCCCCNC(=O)OC(C)(C)C)CC1
29: Cc1ccc(NC(=S)N(CCCN(C)C)Cc2cc3cc4c(cc3[nH]c2=O)OCO4)c(C)c1
30: Cc1ccc(C(=O)Nc2ccccc2C(=O)N2CCCCCC2)cc1

compound no.,21,22,23,24,25,26,27,28,29,30
HKDC1 inh,-3,19,nt,1,-2,-9,5,-1,14,-3
SENP8 inh,-5,-4,-5,-10,-10,-7,-2,1,0,-2
Jurkat NFkB inh,6,-6,6,8,-4,-1,10,-2,4,-3
697 NFkB inh,-31,-16,9,8,-13,21,11,5,8,-29
Gli-Sufu block,9,-1,nt,2,9,-11,11,1,10,1
Apaf1 inhib,1,2,-17,6,13,5,-2,1,4,-1
SENP7 block,-4,36,-5,0,0,-3,0,4,3,-3
UBC13 inh,8,-2,3,4,-12,8,3,-8,15,-9

Reprinted from the part before: two compounds, followed by the next part.
29: Cc1ccc(NC(=S)N(CCCN(C)C)Cc2cc3cc4c(cc3[nH]c2=O)OCO4)c(C)c1
30: Cc1ccc(C(=O)Nc2ccccc2C(=O)N2CCCCCC2)cc1
31: CCNC(=O)COc1ccc(CC)cc1
32: O=C(CNC(=O)c1ccccc1F)OC(C(=O)Nc1cc(C(F)(F)F)ccc1Cl)c1ccccc1 (configuration not stated)
33: CC(C)C[C@H](NC(=O)c1nc[nH]c1C(=O)N[C@@H](CC(C)C)C(=O)OCc1ccccc1)C(=O)OCc1ccccc1
34: CCOc1ccccc1NC(=O)CN(C)S(=O)(=O)c1cccc2nsnc12
35: CC(=O)c1c(C)[nH]c(C(=O)Nc2cc(C)ccc2C)c1C
36: Cc1ccc(C)c(NC(=O)Cn2c([N+](=O)[O-])cnc2C)c1
37: CC1CCCN(CC(=O)Nc2ccc(S(=O)(=O)N3CCCCC3)cc2)C1 (configuration not stated)
38: CC(=O)N1CCN(C(=O)COC(=O)COc2ccc(C#N)cc2)CC1
39: CCCn1c(COc2ccc(C(=O)O)cc2)nc2ccccc21
40: COc1cccc(CNC(=O)CCC(=O)N2CCOCC2)c1

compound no.,29,30,31,32,33,34,35,36,37,38,39,40
HKDC1 inh,14,-3,-12,5,-1,-1,1,-1,5,-8,-5,-6
SENP8 inh,0,-2,0,-7,-3,-2,7,5,-15,-9,10,-4
Jurkat NFkB inh,4,-3,-11,-1,10,12,-4,-14,-2,3,9,-4
697 NFkB inh,8,-29,-13,-38,2,6,5,-45,-1,12,1,-3
Gli-Sufu block,10,1,-7,10,41,-2,6,3,0,-5,-4,-3
Apaf1 inhib,4,-1,8,12,23,10,-8,4,13,-2,0,11
SENP7 block,3,-3,1,-6,6,0,-3,5,4,-10,-1,5
UBC13 inh,15,-9,-5,-19,-42,1,8,-6,6,-4,-3,10

41: CCOc1ccc2nc(NC(NC(C)=O)(C(=O)OC)C(F)(F)F)sc2c1 (configuration not stated)
42: NC(=O)c1ccccc1NC(=O)CSC1=NCCS1
43: CC(C)[C@H](NC(=O)N1c2ccccc2NC(=O)[C@@H]1C(C)C)C(=O)N[C@H](Cc1ccccc1)C(=O)O
44: NC(=O)C1=C[C@@H](C2CCCCC2)C[C@@H](OCCCCO)O1
45: N#Cc1cc2cc3c(cc2nc1SCC(=O)OC1CCCCC1)OCO3
46: COc1ccc(N2CCN(C(=O)c3ccccc3NS(=O)(=O)c3ccccc3)CC2)cc1
47: COc1ccc(NC(=O)CS(=O)(=O)c2ccccc2Cl)cc1
48: CN(CC(=O)Nc1ccc(F)cc1)C(=O)COC(=O)/C=C/c1ccc(OC(F)F)cc1
49: CCOc1ccc(/C=N/NC(=O)c2ccccc2C)cc1CN1CC2CC(C1)c1cccc(=O)n1C2 (configuration not stated)
50: COC(=O)[C@@H]1C[C@H]2CC[C@H](O)C[C@H]2N1Cc1ccc(C(F)(F)F)cc1

compound no.,41,42,43,44,45,46,47,48,49,50
HKDC1 inh,-3,-4,-1,-3,-1,-5,-2,-1,-2,-5
SENP8 inh,-14,-6,1,-7,4,5,-7,-14,5,-3
Jurkat NFkB inh,-2,-9,-4,9,-21,-21,7,-5,8,3
697 NFkB inh,8,-12,-2,-8,-22,-48,-10,11,10,10
Gli-Sufu block,-1,1,1,7,1,-3,-9,-8,-3,-3
Apaf1 inhib,-11,-12,-5,-6,13,-1,6,23,10,-1
SENP7 block,-11,-2,-9,6,8,11,-12,6,-3,-2
UBC13 inh,6,-3,-13,-12,23,-7,-1,2,1,-1

Down the list, quoted from above:
697 NFkB inh, nos. 41–46, in order: 8, -12, -2, -8, -22, -48

Continued:
51: CSCC[C@H](NC(=O)c1cccc(S(=O)(=O)N2CCCCCC2)c1)c1nc2ccccc2[nH]1
52: CC(C)N(Cc1cc2ccccc2[nH]c1=O)C(=O)C1CCCCC1
53: CCCCOc1ncnc2c1[nH]c1ccc(OC)cc12
54: C=CC[n+]1c(C)csc1Nc1ccc(C)cc1
55: CS(=O)(=O)c1ccc(C(=O)CN2C(=O)NC3(CCCc4ccccc43)C2=O)cc1 (configuration not stated)
56: Cc1ccc(NS(=O)(=O)c2cc(NC(=O)c3cc4c(s3)CCCC4)ccc2C)c(C)c1
57: CCOc1ccc(OC(=O)c2cccc(S(=O)(=O)N3CCN(C)CC3)c2)cc1
58: COC(=O)c1cc(Cl)c(NC(=O)/C=C/c2ccc(Cl)cc2)cc1OC
59: O=C(Cn1nc(CNc2ccc(Cl)cc2)[n+]2c1CCCCC2)c1ccc(Cl)cc1
60: Cc1cc(NC(=O)NN2CCOCC2)nn1-c1c(Cl)cccc1Cl

compound no.,51,52,53,54,55,56,57,58,59,60
HKDC1 inh,5,-5,4,-7,-4,13,7,4,-2,1
SENP8 inh,2,-14,16,1,1,-4,0,-2,-20,-9
Jurkat NFkB inh,-1,-2,-106,-3,1,3,-19,-6,-2,-14
697 NFkB inh,3,11,-173,17,7,0,-18,-25,-9,-1
Gli-Sufu block,2,13,-71,-21,-5,9,5,0,6,-12
Apaf1 inhib,7,57*,-20,-10,-16,16,10,5,15,-1
SENP7 block,3,-10,77*,-2,1,4,-6,6,0,-13
UBC13 inh,-12,2,14,7,-3,15,-7,7,12,-1

61: O=C(CN1C(=O)NC2(CCCCC2)C1=O)N1CCOCC1
62: COc1ccc(CCC(=O)NCCOc2ccc(C)cc2)cc1
63: Cc1c(C(=O)O)sc(S(=O)(=O)N2CCN(C(=O)Cc3ccccc3Cl)CC2)c1C(=O)O
64: O=C1c2ccccc2C(=O)N1CCSc1nc2ccccc2c(=O)n1CCCN1CCOCC1

compound no.,61,62,63,64
HKDC1 inh,2,1,-5,-9
SENP8 inh,2,-8,1,0
Jurkat NFkB inh,-2,8,2,7
697 NFkB inh,-2,-18,18,0
Gli-Sufu block,-3,4,1,9
Apaf1 inhib,-5,12,-2,-5
SENP7 block,1,-8,-2,-3
UBC13 inh,-4,-2,-8,6

Source: PubChem BioAssay (Sanford-Burnham Center for Chemical Genomics)

Random draw from the library; overall some 3.6% were active at least once.
